Source: PubChem BioAssay (National Center for Advancing Translational Sciences (NCATS))
RGS4 inhibitor: human RGS4 inhibition; P49798; Transcreener GDP fluorescence polarization, RGS4-accelerated GTP hydrolysis; Potency, µM (titrated, usually from 114 µM), inactives show at the top dose activity change, negative = inhibition, most hits filed as inhibitors; 390,000 compounds, 0.039% hits; further: potency means the concentration at half of the fitted maximal effect; on the % scale 0 is the no-effect control and ±100 the full control effect; nearly all actives have a fitted effect of over 75% in size; some results filed as inactive show a strong effect at the top dose
Target sequence (P49798 whole entry, looked up): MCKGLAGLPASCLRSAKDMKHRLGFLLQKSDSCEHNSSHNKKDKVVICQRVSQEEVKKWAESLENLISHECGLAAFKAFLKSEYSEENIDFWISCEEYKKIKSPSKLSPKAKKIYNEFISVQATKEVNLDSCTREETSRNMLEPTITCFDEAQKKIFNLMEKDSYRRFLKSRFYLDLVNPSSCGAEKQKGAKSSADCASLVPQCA
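MLSMR compounds (23 nl, pin-transferred) preincubated 10 min at room temperature with a 500nM (2x) first reagent, then RGS4 at 900nM (2x) plus Transcreener GDP mix added; fluorescence polarization (620/688 nm) read before and after 90 min at 30 °C.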
APE1 inh: APE1 (human) endonuclease inhibition; P27695; AID 2517; 350,000 compounds, 0.35% hits; recombinant APE1, TAMRA/BHQ-2 abasic DNA cleavage fluorescence; Potency, µM (doses to about 65.8 µM), for inactives: top-dose activity change, negative = inhibition, most hits filed as inhibitors;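 further: potency means the concentration at half of the fitted maximal effect; plate controls were vehicle for no effect and reference inhibitor for full effect; nearly all actives have a fitted effect of over 55% in size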
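0.75 nM APE1 + cpd, 15 min RT; start w/ 50 nM TAMRA/BHQ-2 THF-abasic dsDNA; kinetic fluor 525/598 nm ×3 reads @60 s; Δ(read3−read1); normalized to DMSO and NSC13755 control wells.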
Anesthetic bind: candidate novel general anesthetic via apoferritin binding; P02791; apoferritin/1-aminoanthracene competitive binding, fluorescence; Potency, µM (doses to about 77.5 µM), without a hit: top-dose activity change, negative = displacement, actives largely listed as inhibitors; 350,000 compounds, 0.074% hits; AID 485281; further: potency means the concentration at half of the fitted maximal effect; on the % scale 0 is the no-effect control and ±100 the full control effect; nearly all actives have a fitted effect of over 20% in size
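Probe: 1-aminoanthracene (50% saturated, PBS). Protein: horse-spleen apoferritin, 10 uM. Incubation: 10 min, room temperature. Detection: 380 nm excitation, 535 nm emission. Analysis: normalized response, four-parameter Hill.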
Pol eta inh: inhibitors of human DNA polymerase eta. Q9Y253. recombinant Pol eta, fluorescent DNA replication assay. Potency, µM (titrated, usually from 114 µM), without a hit: top-dose activity change, negative = inhibition, hits mostly inhibitors. 390,000 compounds, 1.2% hits. AID 588591; further: potency means the concentration at half of the fitted maximal effect; on the % scale 0 is the no-effect control and ±100 the full control effect
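Fluorescent replication assay: 50 nM final substrate added after a 15 min room-temperature compound preincubation with 10 nM enzyme. Signal taken at 0 min and again at 10 min.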
LDHA block: blocks human lactate dehydrogenase A | 480,000 compounds, 0.15% hits | P00338 | purified LDHA, NADH/diaphorase-resazurin fluorescence; hits give low values | activity change, % (values are at about 110 or 230 µM); in the data active means activity change below about -30%; inconclusive means mostly about -25% to -30%;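 further: plate controls were DMSO wells for no effect and wells without enzyme for full effect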
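Enzyme activity of human lactate dehydrogenase 5 (2 nM; 0.06 mM NADH, 0.2 mM pyruvate, 5 min, RT) is measured via a resazurin/diaphorase fluorescence readout of residual NADH.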
12-LOX inh: ALOX12 (human) lipoxygenase inhibition. P18054. purified 12hLO, xylenol orange hydroperoxide absorbance. Potency, µM (doses to about 108 µM), for the others: at the top dose activity change, negative = inhibition, actives largely listed as inhibitors. 580,000 compounds, 1.1% hits; further: potency means the concentration at half of the fitted maximal effect; on the % scale 0 is the no-effect control and ±100 the full control effect
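Purified human 12hLO at 150 nM in 25 mM Hepes, 0.01% Triton X-100, pH 7.0, preincubated 15 min at room temperature with compound. Reaction started with 40 uM arachidonic acid, 30 min at room temperature. Hydroperoxide measured by Fe-xylenol orange, 573/405 nm absorbance ratio.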
ERG-DNA inh: blocks human ERG Ets domain binding to DNA. fluorescence polarization, His-ERG Ets domain / labelled DNA. P11308. AID 624246. Potency, µM (series often up to 76.9 µM), inactives show at the top dose FP activity, negative = inhibition, actives largely listed as inhibitors. 370,000 compounds, 0.028% hits; active means well fitted inhibition curve with a large enough effect in the polarisation, with a control signal flat; inconclusive means small, poorly fitted or top-dose-only effect, or effect the other way, or a change in a side signal; inactive means no such curve, though single readings can be large or run the other way; the % refers to the polarisation;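 further: polarization taken with two DNA probes labelled with fluorescein and Texas red; potency means the concentration at half of the fitted maximal effect; % of control where 0% means no effect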
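His-tagged ERG Ets domain (1 uM in the protein solution; 300mM KCl, 50mM Tris-HCl, 1mM EDTA, 1mM DTT, pH 7.5) received compound, then a probe mix of 5 nM fluorescein-DNA and 100nM Texas-615-DNA. Fluorescence polarization was read for both dyes.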
Pol beta inh: blocks human DNA polymerase beta activity; P06746; Pol beta primer extension/strand displacement, fluorescence kinetic; Potency, µM (titrated, usually from 114 µM), for the others: at the highest dose activity change, negative = inhibition, usual class: inhibitors; 340,000 compounds, 1.3% hits; AID 485314; further: potency means the concentration at half of the fitted maximal effect; on the % scale 0 is the no-effect control and ±100 the full control effect
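Enzyme-only controls used 10 nM Pol beta; buffer lacking enzyme served as negative control. Compound preincubated 15 min, then 50 nM substrate added; 0 and 10 min reads at room temperature.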
Pol kappa inh: blocks human DNA polymerase kappa activity; 400,000 compounds, 0.53% hits; Potency, µM (doses to about 107 µM), without a hit: at the top dose activity, negative = inhibition, most hits filed as inhibitors; Q9UBT6; purified Pol kappa, fluorescent DNA synthesis assay, 10 min; further: potency means the concentration at half of the fitted maximal effect; on the % scale 0 is the no-effect control and ±100 the full control effect
Target sequence (Q9UBT6 whole entry, looked up): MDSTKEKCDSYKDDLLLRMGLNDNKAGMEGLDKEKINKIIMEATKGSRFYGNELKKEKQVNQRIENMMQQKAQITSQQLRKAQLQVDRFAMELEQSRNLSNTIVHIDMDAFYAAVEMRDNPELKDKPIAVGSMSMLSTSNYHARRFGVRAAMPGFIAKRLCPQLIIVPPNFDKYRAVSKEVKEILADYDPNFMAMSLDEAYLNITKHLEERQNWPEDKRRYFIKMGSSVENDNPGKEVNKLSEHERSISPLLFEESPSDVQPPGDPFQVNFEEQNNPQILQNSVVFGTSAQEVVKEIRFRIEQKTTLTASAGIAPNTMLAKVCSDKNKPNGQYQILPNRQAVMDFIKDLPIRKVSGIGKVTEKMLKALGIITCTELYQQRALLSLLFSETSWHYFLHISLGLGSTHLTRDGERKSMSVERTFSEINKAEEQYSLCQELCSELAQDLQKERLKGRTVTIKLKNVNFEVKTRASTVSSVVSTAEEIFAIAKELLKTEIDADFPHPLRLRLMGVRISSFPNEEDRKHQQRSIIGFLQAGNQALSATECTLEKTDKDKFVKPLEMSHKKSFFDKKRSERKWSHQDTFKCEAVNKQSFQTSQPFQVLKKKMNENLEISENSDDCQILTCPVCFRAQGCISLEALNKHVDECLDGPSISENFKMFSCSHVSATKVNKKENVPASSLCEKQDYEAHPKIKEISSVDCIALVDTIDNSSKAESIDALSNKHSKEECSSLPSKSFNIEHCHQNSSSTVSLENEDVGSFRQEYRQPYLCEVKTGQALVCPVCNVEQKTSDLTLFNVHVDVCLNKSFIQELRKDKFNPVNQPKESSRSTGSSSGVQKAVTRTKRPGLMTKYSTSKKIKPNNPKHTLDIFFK
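Activity was followed as the change in fluorescence between reads at 0 and 10 min after starting the reaction with 50 nM substrate. Beforehand, 10 nM polymerase had been preincubated with compound for 15 min at room temperature.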
* = called active by the depositor; ? = inconclusive; . = not tested or not shown; & = joins results of further samples; [ ] = another dose, or the depositor's remark. Unless noted, the call rests on the fitted dose curve; in most records, active means well fitted curve in the direction sought with a large enough effect; inconclusive means small, poorly fitted or top-dose-only effect, or another doubt; inactive means no such curve, though single readings can be large; an effect the other way counts as inactive or inconclusive. Only part of the results is shown. The share of hits here may be higher or lower than overall.

SMILES,ERG-DNA inh,APE1 inh,Pol eta inh,Pol kappa inh,Anesthetic bind,Pol beta inh,RGS4 inhibitor,LDHA block,12-LOX inh
COc1ccc(CC(=O)N(C)Cc2cccc(OC)c2OC)cc1S(=O)(=O)N1CCOCC1,15%,25%,-9%,-8%,.,.,-4%,-2,-8%
O=C(C1CCN(C2CCN(C/C=C/c3ccccc3)CC2)CC1)N1CCOCC1,5%,-5%,-6%,5%,-5%,11%,1%,-4,49%[activator]
COc1ccc(C(=O)CSc2nnc(CC(=O)Nc3ccccc3OC)n2C)cc1,-6%,1%,-2%,-11%,-12%,-26%,-3%,0,-13%
CCOC(=O)c1nnc(-c2ccccc2)nc1N1CC(C)OC(C)C1 (centres undefined),-4%,12%,-15%,-3%,0%,7%,-23%,1,-8%
Cc1[nH]nc2c1C1(C(=O)Nc3ccc([N+](=O)[O-])cc31)C(C#N)=C(N)O2 (centres undefined),-1%,8%,-4%,-10%,-15%,-1%,-2%,2,?
Cc1ccc(Nc2c(-c3ccc(Cl)cc3)nc3sccn23)c(C)c1,-1%,.,-7%,2%,2%,4%,9%,-2,?
CCC(C)[C@H](NC(=O)Nc1ccc(C)cc1C)C(=O)O (some centres undefined),4%,17%,1%,1%,7%,34%,-7%,-1,61%[activator]
COc1ccc(/C=C(/NC(=O)c2ccccc2)C(=O)NCCCn2ccnc2)cc1OC,-1%,25%,-5%,5%,-8%,-2%,-10%,-7,0%
C=C(C)CNC(=S)N/N=C(\C)c1cccc(NC(C)=O)c1,6%,32%[activator],1%,-15%,-7%,1%,-1%,-8,?
CC(=O)C(/C=N/c1ncc(C(F)(F)F)cc1Cl)=C(\C)O,-4%,6%,-8%,-11%,-6%,91%,20%,-8,-16%
CCOC(=O)C1(Cc2ccccc2)CCCN(C2CCN(C(C)=O)CC2)C1 (centres undefined),-4%,13%,-5%,3%,-12%,21%,-13%,-5,7%
O=C(NN1C(=O)NC2(CCCCC2)C1=O)c1cc2cc(Cl)ccc2o1,3%,0%,-20%,0%,.,.,-9%,-5,-11%
O=C(CCCSc1nc2ccccc2s1)NC1=NCCS1,-5%,1%,4%,-6%,-15%,-17%,-9%,-4,-22%
Cc1ccc(NC(=O)CN2C(=O)COc3ccc(C)cc32)nc1,1%,14%,-13%,-5%,3%,28%,9%,-3,11%
CCC(C)C(=O)Nc1nnc(SCC(=O)NC2CCCC2)s1 (centres undefined),-7%,-14%,?,3%,4%,65%,-1%,-8,-6%
O=C(CSc1ncnc2c1cnn2-c1ccc(F)cc1)NC1CCCC1,-5%,-5%,-1%,-7%,-3%,44%,15%,-7,489%[activator]
Cc1cc(C(C)(C)C)cc(C)c1COC(=O)c1cccnc1,-8%,15%,-14%,?,-16%,9%,12%,-2,-10%
Nc1nonc1-n1nnc(C(=O)N/N=C/c2cccc(F)c2)c1-c1ccccc1,5%,16%,-2%,-12%,-9%,95%,-24%,-5,-16%
O=C(O)c1ccc2c(c1)C(=O)N(Cc1ccco1)C2=O,7%,33%,?,-10%,1%,1%,-40%,3,0%
CCc1nc(SCC(=O)NNC(=O)C(C)C)c2ccccc2n1,1%,-3%,-3%,-15%,-12%,16%,28%,-7,-1%
Cc1ccc(S(=O)(=O)c2cc3c(=O)n4ccccc4nc3n(CCCN3CCOCC3)c2=N)cc1C,0%,45%,-9%,-15%,3%,-11%,-37%,-5,7%
Cc1ccc(C)c(NC(=S)N(CCc2ccncc2)C(C)C)c1,5%,?,-18%,6%,-4%,-29%,-18%,-9,0%
CCOc1ccc(NC(=O)CSc2ncc(S(=O)(=O)c3ccc(F)c(C)c3)c(=O)[nH]2)cc1,4%,.,1%,0%,3%,8%,2%,-5,-17%
COc1ccc(CNC(=O)N2CCc3ccccc3C2)cc1,9%,15%,?,-26%,1%,29%,-17%,-6,9%
Cc1ccc(C)c(NC(=O)CN(Cc2ccccc2)S(=O)(=O)c2ccc3nc(C)sc3c2)c1,1%,.,-5%,-19%,8%,40%,5%,-4,3%

Structures from the list above that have a furan ring, fused or not:
SMILES,ERG-DNA inh,APE1 inh,Pol eta inh,Pol kappa inh,Anesthetic bind,Pol beta inh,RGS4 inhibitor,LDHA block,12-LOX inh
O=C(NN1C(=O)NC2(CCCCC2)C1=O)c1cc2cc(Cl)ccc2o1,3%,0%,-20%,0%,.,.,-9%,-5,-11%
O=C(O)c1ccc2c(c1)C(=O)N(Cc1ccco1)C2=O,7%,33%,?,-10%,1%,1%,-40%,3,0%

Next part:
SMILES,ERG-DNA inh,APE1 inh,Pol eta inh,Pol kappa inh,Anesthetic bind,Pol beta inh,RGS4 inhibitor,LDHA block,12-LOX inh
CC(=O)CCc1oc2c([N+](=O)[O-])cccc2c1-c1ccc(C)o1,-22%,2%,1%,-9%,?,-27%,-24%,8,?
CC(C)CNC(=O)NC(=O)COc1ncnc2sccc12,-5%,-3%,-3%,-8%,-8%,17%,12%,-5,-6%
COCO[C@H]([C@@H](C)C=C(Br)Br)[C@@H](C)COCc1ccc(OC)cc1,.,-1%,.,-13%,5%,.,-6%,.,.
COc1cc2c(cc1OC)CN(C(=O)C(CCSC)NS(=O)(=O)c1ccc(C)cc1)CC2 (centres undefined),-10%,35%[activator],-10%,2%,-3%,2%,-25%[56.9 µM],-1,0%
COc1ccc(-c2noc(CC(=O)Nc3ccc(Br)cc3C)n2)cc1,11%,.,-9%,7%,17%,-1%,9%,4,-20%
Cc1ccc(-c2nn(C(C)(C)C)c3ncnc(N)c23)cc1,-1%,16%&3%&-7%,-8%,-1%[19.4 µM],1%&1%&-7%,-1%,-8%,-1,-13%[176 µM]
Cc1c(O)ccc(-c2n[nH]c(C(=O)O)c2-c2nc3ccccc3s2)c1O,-3%,0%,-20%,5%,9%,6%,-9%,0,35µM*
COc1ccccc1-c1sc2ccccc2c1-c1ccc2c(c1)OCO2,3%,-8%,-6%,1%,1%,-9%,8%,-7,6%
FC(F)(F)c1ccc(Nc2nnnc3ccccc23)cc1,-8%,-2%,-5%,-4%,-2%,6%,-18%,-11,-28%
CNc1nc2ccccc2n(C)c1=O,?,-1%,-13%,2%,-7%,-15%,6%,0,-20%
CC(C)N(CCO)C(=O)C(c1ccccc1)c1ccccc1,-3%,2%,-10%,-15%,-13%,-3%,-23%,-7,-5%
O=C(OCC(=O)N1CCOCC1)c1cc2ccccc2oc1=O,3%,29%,-12%,9%,.,.,-9%,2,3%
Cc1ccc(C)c(NC(=O)Cn2cc(S(=O)(=O)c3ccc(F)cc3)c(=O)c3cc(F)ccc32)c1,-6%,.,-22%,-11%,-1%,0%,10%,3,0%
CCOC(=O)C1CCN(C(=O)CNC(=O)c2nn(-c3ccc(OC)c(Cl)c3)c(=O)c3ccccc23)CC1,7%,-6%,-10%,4%,-19%,4%,-10%,-1,?
CC(C)c1ccccc1OCC(=O)Nc1ccc2[nH]ncc2c1,-8%,42%,-11%,-23%,?,-10%,13%,2,3%
CCC(C(=O)NC1CCCCC1)N(Cc1cccs1)C(=O)CCC(=O)Nc1cc(C)on1 (centres undefined),5%,10%,-12%,-1%,-7%,31%,3%,1,6%
O=C(Nc1c(C(=O)NCc2ccco2)cnn1-c1ccccc1)c1cccc(F)c1,3%,1%,-5%,-3%,-11%,-18%,21%,-14,?
Cc1ccc(N2C(=O)N(CC(=O)Nc3cccc([N+](=O)[O-])c3C)C(=O)C2C)cc1 (centres undefined),-4%,-2%,-11%,-12%,.,.,9%,-4,-23%
COc1cc(Cl)ccc1OCc1cc(C(=O)N(C)Cc2cn(C)nc2C)no1,-10%,32%,-9%,-4%,-7%,32%,2%,-7,6%
Cc1c(Cl)cccc1NC(=O)CCN1C(=O)c2ccccc2Sc2ncccc21,0%,.,-30%,-2%,-8%,17%,6%,-5,?
O=C(CSc1nc(=O)n2ccccc2n1)NCc1ccc2c(c1)OCO2,1%,-1%,-17%,5%,.,.,-15%,-5,?
COC(=O)CN1C(=O)COc2ccc(Cl)cc21,-5%,3%,0%,-8%,-7%,-1%,12%,-11,327%[activator]
CCOc1ccccc1NCc1nnc(-c2ccccc2)o1,2%,1%,-14%,1%,-7%,0%,-33%,5,0%
O=C(NCc1ccco1)C1CCN(c2nc3ccccc3n2Cc2ccccc2F)CC1,13%,-2%,-11%,-6%,-3%,33%,-17%,1,?
CCCC1(C(=O)OC)NC(c2ccc(OC)cc2OC)C2C(=O)N(c3cccc(C(C)=O)c3)C(=O)C21 (centres undefined),-11%,17%,-14%,3%,-14%,2%,-9%,-5,3%
CCOC(=O)c1ccc(NC(=O)C(CC)CC)cc1,-4%,3%,-5%,-14%,-23%,10%,18%,-5,0%
OC(CN1CCN(Cc2ccccc2)CC1)c1ccc(F)cc1 (centres undefined),15%,6%,-17%,2%,5%,-2%,-22%,-4,?
COc1ccc(CNC(=O)CN2C(=O)COc3ccc(S(=O)(=O)N4CCCCCC4)cc32)cc1,4%,.,-8%,-5%,-9%,3%,18%,-2,0%
